Source: PubChem (National Center for Advancing Translational Sciences (NCATS))
GAA glycogen mod = alters human alpha-glucosidase cleavage of glycogen; P10253; recombinant GAA, glycogen substrate, Amplex Red glucose oxidase fluorescence; Potency, µM (titrated, usually from 76.4 µM), for the others: top-dose activity change, negative = inhibition, hits mostly inhibitors; actives 0.38% (n = 300,000); AID 2100;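 further: 0% = full enzyme reaction and -100% = no-enzyme basal signal; the screen sought inhibitors and activators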
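Recombinant human alpha-glucosidase (4 nM final) hydrolysed bovine liver glycogen (30 ug) for 40 min at 37 C in pH 5.0 citrate/phosphate with 0.01% Tween-20. Released glucose detected by glucose oxidase/Amplex Red, Ex 573/Em 610 nm. Compounds up to 77 uM; AC50 from Hill fits.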
TRb SRC2 PPI = disrupts binding of human TR beta to SRC2 | TRbeta-SRC2 peptide binding, fluorescence polarization; receptor liganded with 1 µM T3 | Potency, µM (doses to about 106 µM), for inactives: top-dose activity change, negative = inhibition, actives largely listed as inhibitors | actives 0.065% (n = 280,000) | AID 1469;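 further: plate controls were bound peptide for no effect and peptide without receptor for full effect; nearly all actives have a fitted effect of over 50% in size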
Target sequence (P10828 whole entry, looked up): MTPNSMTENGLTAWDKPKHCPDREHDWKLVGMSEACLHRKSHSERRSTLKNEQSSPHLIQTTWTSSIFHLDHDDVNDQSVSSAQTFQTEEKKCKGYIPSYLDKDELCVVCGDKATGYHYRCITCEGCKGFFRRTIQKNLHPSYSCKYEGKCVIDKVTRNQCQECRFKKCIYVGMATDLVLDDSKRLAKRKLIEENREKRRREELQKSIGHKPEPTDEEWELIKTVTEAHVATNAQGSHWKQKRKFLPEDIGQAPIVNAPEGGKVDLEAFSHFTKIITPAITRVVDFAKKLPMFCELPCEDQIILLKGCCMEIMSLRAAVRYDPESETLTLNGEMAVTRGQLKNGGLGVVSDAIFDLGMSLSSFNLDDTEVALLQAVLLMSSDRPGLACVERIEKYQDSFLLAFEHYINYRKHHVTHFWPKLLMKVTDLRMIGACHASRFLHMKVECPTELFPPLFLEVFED
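Binding of a 20-amino-acid Texas Red SRC2 peptide (20 nM) to TRb ligand-binding domain (0.6 uM) with agonist T3 at 1 uM was followed by fluorescence polarization after a 5 hr room-temperature incubation.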
TexasRed fluor = alters Texas Red total fluorescence, flagging assay interference; actives 0.29% (n = 280,000); TRb/SRC2 Texas Red total fluorescence interference; Potency, µM (titrated, usually from 106 µM), for the others: top-dose fluorescence change, negative = quenching; active means well fitted curve in either direction with a large enough effect; inconclusive means small, poorly fitted or top-dose-only effect
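Human TRb ligand-binding domain at 0.6 uM with 20 nM Texas Red SRC2 peptide in Tris buffer containing 1 uM T3 and 5% DMSO, incubated with compound 5 h at ambient temperature. Total fluorescence (555/632 nm) calculated as parallel + 2 × perpendicular.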
An asterisk follows results filed as active; ? = inconclusive; & = joins results of further samples; [ ] = another dose, or the depositor's remark. Unless noted, the call rests on the fitted dose curve; in most records, active means well fitted curve in the direction sought with a large enough effect; inconclusive means small, poorly fitted or top-dose-only effect, or another doubt; inactive means no such curve, though single readings can be large; an effect the other way counts as inactive or inconclusive. Unless noted, on the % scale 0 is the no-effect control and ±100 the full control effect; potency means the concentration at half of the fitted maximal effect.

The line under a structure holds: GAA glycogen mod | TRb SRC2 PPI | TexasRed fluor
- Cc1ccc(Cl)cc1NC(=O)C(NS(=O)(=O)c1ccc2c(c1)CCC(=O)N2)c1ccccc1 (stereo unspecified)
→ -3%[76.3 µM] | 8% | -5%
- Cc1ccc(-c2nc3sccn3c2Nc2ccccc2C)cc1
→ ? | -1% | -29%
- Cc1ccc(NC(=O)CSc2nc(-c3ccc(F)cc3)cc(C(F)(F)F)c2C#N)cc1
→ 5%[76.3 µM] | -2% | 3%
- COc1cc(C(=O)Nc2ccc3oc(-c4ccccc4)nc3c2)cc(OC)c1OC
→ -18%[76.3 µM] | -7% | 3%
- O=c1c2ccccc2n(Cc2c(F)cccc2Cl)c(=O)n1Cc1ccccc1
→ -5%[76.3 µM] | 4% | -2%
- Cc1ccc(Sc2c(C)nn(C(=O)c3ccc(Cl)cc3)c2C)cc1
→ 3%[76.3 µM] | 0% | -1%
- Cc1c(Cl)cccc1NC(=O)COCc1cc(-c2ccc3c(c2)OCO3)on1
→ -8%[76.3 µM] | -1% | 3%
- O=C(Cn1cnc2c(nc3n2CCCCC3)c1=O)Nc1ccc(F)c(Cl)c1
→ -10%[76.3 µM] | -7% | 18µM*[quencher]
- COc1ccc2c(c1)c(=O)c(S(=O)(=O)c1ccc(Cl)cc1)cn2Cc1cc(C)ccc1C
→ -20%[76.3 µM] | -2% | 0%
- CC1=C(c2ccc(C)c(C)c2)S(=O)(=O)N=C1N1CCC(C(=O)NCCc2ccc(Cl)cc2)CC1
→ -8%[76.3 µM] | 5% | 6%
- Cc1c(C(=O)OC2CCC(C)CC2)[nH]c2c1C(=O)CC(c1ccc(F)cc1)C2 (stereo unspecified)
→ 9%[76.3 µM] | 3% | -1%
- CCC(CC)C(=O)Nc1ccc(-c2cn3cccnc3n2)cc1
→ -3% | 10% | 1%
- CCc1ccc(N2C(=O)CN(S(=O)(=O)CC)CC2(C)C(=O)NC2CCCCC2)cc1 (stereo unspecified)
→ 11%[76.3 µM] | 0% | ?
- CCn1c(CN2CCCCC2)nc2cc(NC(=O)COc3ccc([N+](=O)[O-])cc3)ccc21
→ 15%[76.3 µM] | -5% | ?
- O=S(=O)(c1ccc2c(c1)CCN2)N1CCCCCC1
→ -5%[76.3 µM] | 6% | -2%
- COc1ccc(C2=C(Nc3ccc(C)c(C)c3)c3ccccc3C2=O)cc1
→ -13%[76.3 µM] | -5% | 0%
- Cc1ccc(N(CC(=O)NCCc2ccccc2C)S(=O)(=O)N(C)C)cc1
→ -19%[76.3 µM] | 0% | -2%
- O=C(CSc1nnc(-c2ccc(F)cc2)o1)N1CCCc2ccccc21
→ -10%[76.3 µM] | -7% | -1%
- COc1cc(C(=O)N2CCN(CCc3ccccn3)CC2)cc(OC)c1OC
→ -4%[76.3 µM] | 4% | 4%
- COCc1cc(C)n(CC(=O)Nc2ccc(NC(C)=O)cc2)c(=O)c1C#N
→ -6%[76.3 µM] | 0% | ?
- CCOC(=O)C1CCN(c2c(C(=O)c3ccc(OC)cc3)cnc3ccccc23)CC1
→ -13%[76.3 µM] | -14% | 4%
- Cc1ccc(-c2nc3cccc(C)n3c2Nc2ccc3c(c2)OCO3)o1
→ 1.8µM* | -17% | ?
- COc1ccc(Nc2cc(C)c3cc(NC(=O)COc4cccc(C)c4)ccc3n2)cc1
→ -15%[76.3 µM] | 8% | 0%
- O=C(Cn1cc(C(=O)c2ccco2)c2ccccc21)Nc1ccccc1Cl
→ 13%[76.3 µM] | 3% | -8%
- Cc1ccc(NC(=O)Cn2cc(C(=O)C3CCCCC3)c3ccccc32)c(C)c1
→ 11%[76.3 µM] | 9% | -3%
- Cn1cc(C(c2ccccc2)c2ccc(Cl)s2)c2ccccc21 (stereo unspecified)
→ -1%[76.3 µM] | -7% | -1%
- COc1ccc(OCCCn2c(=O)oc3ccc(C)cc32)cc1
→ -10%[76.3 µM] | -6% | 1%
- CCc1ccc(-n2c(=O)c3c4c(sc3n(Cc3ccccc3C#N)c2=O)CCC4)cc1
→ -7%[76.3 µM] | 0% | 4%
- COc1cccc(-c2cc(C(=O)Nc3cc(OC)c(OC)c(OC)c3)on2)c1
→ 10%[76.3 µM] | 5% | ?
- CCn1c(C(=O)N2CCCC(C(=O)N3CCN(c4ccccc4)CC3)C2)cc2sccc21 (stereo unspecified)
→ 6%[76.3 µM] | 3% | -15%
- CCc1ccccc1NC(=O)Nc1ccc2snnc2c1
→ 9%[76.3 µM] | -1% | -3%
- CCOc1ccc(CNC(=O)C2CCCN(c3nn4cc(-c5ccc(F)cc5)nc4s3)C2)cc1 (stereo unspecified)
→ 4%[76.3 µM] | -5% | 4%
- COc1ccc(CCNC(=O)CN(c2ccccc2OC)S(=O)(=O)c2ccc(C)cc2)cc1
→ -10%&-9%[76.3 µM] | 13% | -4%
- COc1cccc(NC(=O)Cn2cc(C(=O)c3ccco3)c3ccccc32)c1
→ -10%[76.3 µM] | 4% | 0%
- Cc1cc2oc(C(=O)N(Cc3ccc(N(C)C)cc3)CC3CCCO3)c(C)c2cc1Cl (stereo unspecified)
→ -7%[76.3 µM] | -6% | -2%
- Cc1ccc(NC(=O)c2nc(S(C)(=O)=O)ncc2N(Cc2ccco2)Cc2ccco2)cc1C
→ 14%[76.3 µM] | -4% | 6%
- Cc1ccc(-c2cc(-c3coc4ccc(Cl)cc4c3=O)c3c(n2)-c2ccccc2OC3)cc1
→ 11%[76.3 µM] | 2% | -24%
- COc1cc(C2c3c(oc4ccccc4c3=O)C(=O)N2c2nc(C)c(C)s2)ccc1O (stereo unspecified)
→ -22%[76.3 µM] | 1% | -15%
- Cc1ccc(OCc2nc(C#N)c(NCCc3ccccc3)o2)cc1
→ -19%[76.3 µM] | -4% | 2%
- Cc1ccc(C(=O)NCCSc2c(C)[nH]c3ccccc23)cc1C
→ -14%[76.3 µM] | -2% | -3%
- CCCN(C(=O)CCc1nc(-c2ccc(OC)cc2)no1)c1ccccc1F
→ 2%[76.3 µM] | -11% | 0%
- COc1ccccc1NC(=O)CSc1nnc(-c2nonc2NC(C)=O)n1-c1ccccc1
→ -10%[76.3 µM] | 0% | 2%
- N#Cc1ccc(NC(=O)C2Cc3ccccc3CN2S(=O)(=O)c2ccc(F)cc2)cc1 (stereo unspecified)
→ -10%[76.3 µM] | -2% | -3%
- CCCc1c(C)c2ccc(O)c(CN3CCN(c4ccc(F)cc4)CC3)c2oc1=O
→ -2%[76.3 µM] | 6% | 0%
- CCc1ccc(N2CCn3c2nc2c3c(=O)n(Cc3ccc(F)cc3)c(=O)n2C)cc1
→ -4%[76.3 µM] | 5% | -8%
- COC(=O)c1cc(NC(=O)Cn2nc(C)n3cccc3c2=O)cc(C(=O)OC)c1
→ 1%&13%[76.3 µM] | -5% | -1%
- COc1ccc2c(c1)cc1c(=O)n(CC(=O)NCCc3ccccc3)nc(C)n12
→ 10%[76.3 µM] | 0% | 5%
- CN(C)C(=O)c1ccc(NC(=O)Cn2nc(-c3ccccc3)c3ccccc3c2=O)cc1
→ 16%[76.3 µM] | -1% | 1%
- Cc1nc2c(c(C)nn2C(C)(C)C)c(C)c1CCC(=O)Nc1ccc(F)cc1
→ -11%[76.3 µM] | -4% | 2%
- Cc1cc(Nc2cccc(C(F)(F)F)c2)nc2ccc(NC(=O)Cc3ccc(Cl)cc3)cc12
→ -12%[76.3 µM] | 9% | -1%
- CCn1cc(S(=O)(=O)c2ccccc2)c(=O)c2cc(F)c(N3CCCCCC3)cc21
→ 7%[76.3 µM] | 6% | ?
- CCOC(=O)c1cc(OC(=O)c2cc(Cl)ccc2OC)n(-c2ccccc2)n1
→ 7%[76.3 µM] | 7% | 2%
- CCOc1ccccc1CN1CCN(S(=O)(=O)c2ccccc2)CC1
→ -9%[76.3 µM] | 5% | 7%
- COc1ccc(-c2nc3ccccc3s2)cc1NC(=O)c1cccc([N+](=O)[O-])c1C
→ -9%[76.3 µM] | 2% | -3%
- COc1cccc(CN2C(=O)c3ccccc3Sc3ccc(C(=O)N(C)Cc4ccccc4)cc32)c1
→ -3%[76.3 µM] | 4% | 0%
- FC(F)(F)c1cc(-c2cccc(Br)c2)nc2ncnn12
→ 0%[76.3 µM] | 12% | 1%
- CCOc1ccc(N2CC(c3nc4ccccc4n3CCOc3ccc(CC)cc3)CC2=O)cc1 (stereo unspecified)
→ 16%[76.3 µM] | -2% | 9%
- COc1cccc(-c2noc(COc3ccc(C(C)(C)C)cc3)n2)c1
→ 8%[76.3 µM] | 4% | 2%
- COc1ccc(CNC(=O)c2cc3oc4ccccc4c3n2C)cc1OC
→ 8%[76.3 µM] | 5% | 5%
- COc1ccc(CCNc2nc3c(-c4cccc(C(F)(F)F)c4)nnn3c3ccccc23)cc1OC
→ 9%[76.3 µM] | 0% | 0%

Complete entries, quoted from the list. Values in the order: GAA glycogen mod	TRb SRC2 PPI	TexasRed fluor
Results for CN(C)C(=O)c1ccc(NC(=O)Cn2nc(-c3ccccc3)c3ccccc3c2=O)cc1 = 16%[76.3 µM]	-1%	1%
Results for COc1ccc(CNC(=O)c2cc3oc4ccccc4c3n2C)cc1OC = 8%[76.3 µM]	5%	5%
Results for FC(F)(F)c1cc(-c2cccc(Br)c2)nc2ncnn12 = 0%[76.3 µM]	12%	1%

The listing picks up, repeating the 2 entries before the break.
The line under a structure holds: GAA glycogen mod | TRb SRC2 PPI | TexasRed fluor
- COc1ccc(CNC(=O)c2cc3oc4ccccc4c3n2C)cc1OC
→ 8%[76.3 µM] | 5% | 5%
- COc1ccc(CCNc2nc3c(-c4cccc(C(F)(F)F)c4)nnn3c3ccccc23)cc1OC
→ 9%[76.3 µM] | 0% | 0%
- CCOc1ccccc1C(=O)Nc1ccc2nc(N(CC)CC)cc(C)c2c1
→ -7%[76.3 µM] | 5% | 0%
- CCCCOC(=O)c1ccc(NC(=O)c2ccc3c(c2)CCN3S(=O)(=O)c2ccccc2)cc1
→ -15%[76.3 µM] | 7% | 1%
- COc1ccc(N2CCN(S(=O)(=O)c3ccc(C4CCCCC4)cc3)CC2)cc1
→ -7%[76.3 µM] | -3% | ?
- O=[N+]([O-])c1cc(-c2nc(-c3ccccc3)no2)ccc1NCC1CCCO1 (stereo unspecified)
→ 12%[76.3 µM] | 2% | -1%
- Cc1ccc(C)c(N2CCN(c3nc4ccc(C)cc4nc3-n3nc(C)cc3C)CC2)c1
→ 0%[76.3 µM] | -3% | 0%
- CC(C)N(Cc1nc(-c2ccc(Cl)cc2)no1)C(=O)c1ccco1
→ 14%[76.3 µM] | 1% | -3%
- COc1ccc(-c2nc(CSc3nnc(C)n4c3cc3occc34)c(C)o2)cc1OC
→ 11%[76.3 µM] | -1% | -1%
- Cc1ccc(-c2csc(-c3c(N)c(C(=O)c4ccc5c(c4)OCO5)n4ccccc34)n2)cc1C
→ 11%[76.3 µM] | 7% | -4%
- COc1ccc(-c2cc(C(F)(F)F)n3nc(C(=O)Nc4ccc(Cl)cc4C(F)(F)F)cc3n2)cc1OC
→ -17%[76.3 µM] | 9% | 3%
- CC(=O)Nc1ccc(NC(=O)CN2C(=O)CC(c3ccco3)Sc3ccccc32)cc1 (stereo unspecified)
→ -19%[76.3 µM] | 2% | 0%
- O=C(NCc1ccc(F)cc1)c1nnc(Cc2cccc(F)c2)o1
→ -8%[76.3 µM] | -3% | ?
- Cc1ccc2[nH]c(=O)c3cc(C(=O)N4CCN(c5ccccc5F)CC4)sc3c2c1
→ 8%[76.3 µM] | -6% | -2%
- COc1ccc(-c2ccc(CCC(=O)O)n2-c2cc(Cl)ccc2O)cc1
→ -18%[76.3 µM] | 3% | 4%
- Nc1nonc1C(=O)NCCNCc1ccc(Cl)c(Cl)c1
→ 13%[76.3 µM] | 3% | 1%
- CCOc1ccc2nc(N3CCCC(C(=O)Nc4ccc(CC)cc4)C3)sc2c1 (stereo unspecified)
→ -13%[76.3 µM] | -1% | -1%
- CCS(=O)(=O)N1CCc2cc(C(=O)NCCc3ccccc3)ccc21
→ -21%[76.3 µM] | -6% | 0%
- Cc1ccc(-n2c3c(cc(-c4nc(-c5ccc(Cl)cc5)cs4)c2=O)C(=O)CC(C)(C)C3)cc1C
→ 4%[76.3 µM] | -6% | 7%
- CCc1nc2ccc(C(=O)NCCc3ccccc3OC)cc2nc1CC
→ -5%[76.3 µM] | 5% | -2%
- COc1ccc(C(=O)NC2(C(F)(F)F)C(=O)NC(C)=C2C#N)cc1 (stereo unspecified)
→ 10%[76.3 µM] | 4% | ?
- COCCN1C(=O)c2[nH]nc(-c3cc(C)ccc3O)c2C1c1ccc(C(C)C)cc1 (stereo unspecified)
→ 14%[76.3 µM] | -5% | 2%

An excerpt; the hit share may differ from the screen's.
